S1P4 agonist – activates the human S1P4 receptor; O95977; S1P4-expressing cell line, agonist reporter assay; activation, % at 4.98 µM; 0.35% of 220,000 active; AID 1509; in the data active means activation above about 11%;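 further: 0% = DMSO vehicle and 100% = reference agonist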
EP2 modulator – modulates human prostaglandin E2 receptor EP2 signaling; 0.83% of 260,000 active; P43116; induction, % at 25 µM; EP2-expressing cells, cAMP HTRF FRET, PGE2 co-stimulation; AID 940;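 active means compounds whose cAMP rise, as percent of the full-agonist control response, exceeds 60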;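 further: rat C6 glioma line stably carrying human EP2 under a CMV promoter; the protocol text gives 20 µM as final concentration; 100% = response of wells given 1 µM PGE2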
PERK inhibitor – inhibitors of human PERK kinase. Q9NZJ5. CHO PERK-DD fusion, SEAP luminescence translation reporter. inhibition, % at 5.6 µM. 0.17% of 220,000 active. AID 1416;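 active means inhibition above the mean inhibition of all tested compounds plus 3 SD, set separately per screening campaign, cut at about 2.9% in these data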;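 further: PERK kinase domain activated by AP20187 dimerizer at 100 nM; 0% = DMSO with dimerizer and 100% = rapamycin at 8.4 µM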
Target sequence (Q9NZJ5 whole entry, looked up, the tested form may be a part): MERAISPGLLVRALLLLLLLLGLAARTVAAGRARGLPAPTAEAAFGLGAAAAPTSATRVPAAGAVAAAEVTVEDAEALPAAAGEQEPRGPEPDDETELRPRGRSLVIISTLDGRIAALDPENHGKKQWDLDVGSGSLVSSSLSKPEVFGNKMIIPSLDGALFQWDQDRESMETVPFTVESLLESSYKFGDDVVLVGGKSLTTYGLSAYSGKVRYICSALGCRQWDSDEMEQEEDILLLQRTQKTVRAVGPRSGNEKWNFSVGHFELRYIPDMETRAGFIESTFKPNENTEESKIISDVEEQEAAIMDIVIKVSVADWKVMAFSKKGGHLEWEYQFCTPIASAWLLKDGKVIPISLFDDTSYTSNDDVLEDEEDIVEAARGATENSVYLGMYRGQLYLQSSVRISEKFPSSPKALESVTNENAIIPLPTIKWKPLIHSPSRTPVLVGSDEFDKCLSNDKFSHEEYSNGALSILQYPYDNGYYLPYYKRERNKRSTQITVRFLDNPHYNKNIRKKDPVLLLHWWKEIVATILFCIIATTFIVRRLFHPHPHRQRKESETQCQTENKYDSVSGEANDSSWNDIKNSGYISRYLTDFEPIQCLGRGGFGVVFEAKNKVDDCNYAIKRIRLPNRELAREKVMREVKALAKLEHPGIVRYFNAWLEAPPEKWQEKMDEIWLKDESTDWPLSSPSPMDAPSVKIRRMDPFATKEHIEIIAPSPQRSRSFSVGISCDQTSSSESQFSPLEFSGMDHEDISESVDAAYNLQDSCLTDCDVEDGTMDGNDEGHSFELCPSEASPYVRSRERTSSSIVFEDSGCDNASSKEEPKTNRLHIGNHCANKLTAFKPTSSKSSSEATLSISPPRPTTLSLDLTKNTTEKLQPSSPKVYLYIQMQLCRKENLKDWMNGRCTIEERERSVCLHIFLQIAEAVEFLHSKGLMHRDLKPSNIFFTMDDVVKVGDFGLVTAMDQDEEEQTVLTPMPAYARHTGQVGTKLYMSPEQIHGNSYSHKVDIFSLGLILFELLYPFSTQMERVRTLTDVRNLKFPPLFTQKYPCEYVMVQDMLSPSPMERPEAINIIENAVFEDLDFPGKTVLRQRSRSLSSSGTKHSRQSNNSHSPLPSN
TRPML3 agonist – activates the human TRPML3 channel; Q8TDD5; HEK293 TRPML3-YFP, Fluo-8 calcium fluorescence; 100% = the carbachol control signal; activation, % at 3 µM; 0.29% of 220,000 active;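 active means activation above its plate's cutoff, the mean activation of the plate's test wells plus 3 SD, cut at about 12% in these data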;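 further: 0% = DMSO only wells and 100% = carbachol wells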
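Test system: TRPML3-YFP stable HEK293 cells. Doses: single point at 3 µM. Incubation: dye loading 1 h 37 °C then 30 min ambient, 125 s read. Signal: Fluo-8 calcium dye fluorescence, ex 470-495, em 515-575 nm. Measure: percent activation from peak-to-basal fluorescence ratio, scaled between DMSO and carbachol.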
zfTRPN1 agonist – activates the zebrafish TRPN1 channel; activation, % at 3 µM; AID 1424; 0.18% of 220,000 active; HEK293 zebrafish TRPN1-YFP, Fluo-8 calcium fluorescence; 100% = response to 87 µM carbachol;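 active means activation above its plate's cutoff, the mean activation of test wells on that plate plus 3 SD, cut at about 19% in these data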;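 further: 0% = DMSO alone and 100% = 87 µM carbachol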
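Material – zebrafish TRPN1-YFP in HEK293 cells · Doses – 3 µM single point · Schedule – dye 1 h 37 °C plus 30 min RT · Signal – Fluo-8 calcium fluorescence, excitation 470-495 nm, emission 515-575 nm · Read-out – % activation versus carbachol response · Control set – carbachol high, DMSO low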
S1P4 antag – blocks the human S1P4 receptor; AID 1510; 0.26% of 220,000 active; inhibition, % at 4.98 µM; S1P4-expressing cells, antagonist mode, reporter read-out; in the data active means inhibition above about 29%;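 further: 0% = wells stimulated with agonist and 100% = vehicle wells without agonist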
BaF3 tox – parental Ba/F3 viability inhibition as JAK2V617F counter-screen; CellTiter-Glo ATP luminescence; inhibition, % at 5.6 µM; 1.1% of 220,000 active; AID 1486;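 active means inhibition above a per-campaign cutoff, the mean inhibition of all tested compounds plus 3 SD, cut at about 27% in these data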;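 further: 0% = DMSO wells and 100% = JAK Inhibitor I control wells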
Ba/F3 V617F tox – reduce viability of Ba/F3 cells dependent on JAK2V617F; Ba/F3 EpoR-JAK2V617F viability, ATP luminescence; inhibition, % at 5.6 µM; 1.1% of 220,000 active;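 active means inhibition above the campaign mean plus 3 SD over all tested compounds, cut at about 24% in these data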;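 further: cytokine-independent growth of Ba/F3 cells driven by EpoR plus mutant JAK2; 0% = DMSO-treated cells and 100% = JAK inhibitor I control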
m-calpain inh – blocks pig calpain II enzyme activity | inhibition, % at 16 µM | 0.37% of 220,000 active | purified calpain II, fluorogenic peptide substrate, 30 min;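 active means inhibition above about 50%, limit read from the data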
Starred values were filed as active, the others as inactive; i = inactive; · = not tested or not shown; & = joins results of further samples; ! = not confirmed by another sample.

SMILES	S1P4 agonist	EP2 modulator	PERK inhibitor	TRPML3 agonist	zfTRPN1 agonist	S1P4 antag	BaF3 tox	Ba/F3 V617F tox	m-calpain inh
O=C(NCCc1nc2ccccc2[nH]1)/C(=C/c1ccc2c(c1)OCO2)NC(=O)c1ccccc1	-1.3	4	0.6	0.7	-1.8	22	2	-6	11
Cc1ccc(-c2sc(-c3cccnc3)nc2CC(=O)O)cc1	0.6	-21	1.6	-0.1	-0.6	9	1	-1	-34
O=C(Nc1cc(C(F)(F)F)ccc1N1CCOCC1)c1cncc(Br)c1	0.5	4	0.2	0.7	1.2	-23	0	-4	-12
CCN(CC)S(=O)(=O)c1ccc(N2CCCC2)c(NC(=O)c2ccccc2OC)c1	-0.2	25	1.1	-0.5	-3.0	9	-9	2	-13
CCCc1cc2c(=O)n(NC(=O)c3nn(C)cc3[N+](=O)[O-])c(C)nc2s1	-1.9	9	0.8	0.9	2.7	8	7	1	-3
COc1ccccc1NC(=O)C12CCC(C)(C(=O)C1)C2(C)C (centres undefined)	-0.2	10	0.5	0.3	0.1	-7	3	-1	-20
Cc1cc(C)n2nc(SCCOc3ccccc3F)nc2n1	0.0	-17	-0.1	0.2	0.0	-31	1	0	38
Cc1occc1C(=O)NCc1ccccn1	-3.4	-4	-0.9	0.2	0.7	-5	3	5	-14
Cc1cc(Br)cc2cn[nH]c12	1.1	0	1.0	0.3	-1.5	-18	1	-2	-38
O=C1CSC(c2ccc(Cl)cc2Cl)N1c1ccccn1 (centres undefined)	0.8	32	0.1	0.0	-2.4	-30	3	-4	9
CCOC(=O)N/N=C/c1ccccc1F	-2.5	-3	0.8	0.2	-0.4	-2	2	2	14
O=C(NCc1ccco1)c1cc2c(s1)CSC2	-1.1	19	0.4	-0.7	0.6	-18	1	1	-41
CCOCCCNC(=O)c1cc(Sc2ccc(C)cc2)nc2ccccc12	-0.4	18	-0.7	-0.3	-1.1	-6	3	-2	-5
CCC(NC(=O)Nc1cc(C)on1)(C(F)(F)F)C(F)(F)F	2.1	11	3.2*	1.1	-0.7	-12	0	-2	5
Cc1ccc(-c2nc(CN(C)C3CCOCC3)c(C)o2)s1	1.7	4	0.0	0.2	1.8	5	4	2	-9
Cc1oc(-c2ccccc2F)nc1CS(=O)CC(=O)NCc1ccc2c(c1)OCO2 (centres undefined)	1.0	11	0.7	0.2	-1.5	-6	1	-5	17
COc1cc(C=Nc2cccc([N+](=O)[O-])c2C)ccc1OC(C)=O	-1.1	-14	1.2	0.8	0.4	-13	4	-1	14
COc1ccc(/C=C2\SC(=O)N(CCNC(=O)Cn3cnnn3)C2=O)cc1	-1.7	-18	1.0	0.6	-0.5	-20	1	0	29
O=C(c1cnc(-c2ccc(Cl)cc2)s1)c1ccc(Cl)cc1Cl	-2.4	-19	0.8	0.1	0.7	-10	5	-1	11
c1ccc2nc(N3CCCC3)c(N3CCCC3)nc2c1	0.4	68*!	0.8	0.7	1.3	-5	4	-2	16
O=C(NNC(=O)C1CCC(C(=O)NNC(=O)c2cccs2)CC1)c1cccs1 (centres undefined)	-1.2	25	0.7	0.2	0.6	0	-2	-4	-25
O=C(CSCc1nc2ccccc2[nH]1)Nc1ccc(Oc2ccccc2)cc1	1.0	-60	-0.1	0.4	-0.2	8	1	-4	15
CC(=O)N(CCCN(C)C)CCC(C)CCC=C(C)C (centres undefined)	1.4	-11	-0.2	0.5	1.5	-6	6	5	7
c1coc(CNCC2OCCc3ccccc32)c1 (centres undefined)	1.6	-6	0.1	-0.7	0.1	-12	0	-2	8
COc1ccc(NC(=S)Nc2ccccc2C(F)(F)F)cc1	0.3	-39	0.4	1.2	1.3	8	9	0	-24
Continued.
SMILES	S1P4 agonist	EP2 modulator	PERK inhibitor	TRPML3 agonist	zfTRPN1 agonist	S1P4 antag	BaF3 tox	Ba/F3 V617F tox	m-calpain inh
COn1c(SC2CCCCC2)nc2ccccc2c1=O	-0.6	46	-0.2	0.0	0.0	9	4	3	19
Cc1c(/C(Cc2ccccc2)=N/O)c2ccccc2n1C	0.1	63*	-0.3	1.1	-1.5	7	0	-4	-18
CC1C(C)C(O)(c2ccccc2)CCN1C (centres undefined)	-1.5	0	0.9	-0.2	0.3	-2	2	-3	11
O=C(C1=NOC(CNc2ncc(C(F)(F)F)cc2Cl)C1)N1CCOCC1 (centres undefined)	0.0	6	0.3	0.5	-1.4	-5	7	2	-23
N#C/C(=C\c1ccc(N2CCOCC2)cc1)c1ccccc1	-0.3	12	0.2	0.4	-0.8	-7	2	-4	28
Cc1ccc(NC(=O)c2sc3nc[nH]c(=O)c3c2C)c(C)c1	0.7	6	0.7	0.3	-0.5	-7	4	3	3
CCOc1ccccc1NC(=O)C(OC(=O)c1ccc(N(C)C)cc1)c1ccccc1 (centres undefined)	-1.5	28	1.1	0.0	0.0	-13	4	1	-19
CNC(=O)NC(=O)CSc1nc2cc(C(=O)OC)ccc2c(=O)n1-c1ccccc1	0.6	2	0.8	0.0	-0.3	-8	8	6	15
CCn1c(SCC(=O)Nc2ccc(NC(=O)c3ccco3)cc2)nnc1-c1cccs1	2.5	·	-1.3	0.8	0.2	-3	4	2	·
CCCn1c(SCC(=O)Nc2ccc(S(=O)(=O)N(C)C)cc2)n[nH]c1=O	2.5	-3	0.5	0.5	-0.3	-6	3	-4	7
O=C(NCc1ccccc1)C(=O)NCC(c1ccco1)N1CCN(c2ccccc2F)CC1 (centres undefined)	1.1	1	0.2	-1.2	-0.6	-10	7	-1	14
O=c1sc2ccccc2c(N2CCN(c3ccccc3)CC2)c1[N+](=O)[O-]	0.7	7	0.4	0.3	0.7	-3	6	0	9
CC(=O)c1ccc(Oc2cnccn2)cc1	-0.9	17	0.8	0.8	0.4	-16	-4	-2	-18
N#Cc1cnn(-c2nc(SCc3ccccc3)nc3sc4c(c23)CCCC4)c1N	-0.8	31	-0.4	0.0	1.1	-6	1	4	-12
Cc1ccc(NC(=S)N(CCCN2CCOCC2)Cc2ccco2)cc1	-0.9	16	0.2	0.2	-0.7	-3	2	-3	-1
COc1ccc(CNC(=O)COC(=O)c2cccnc2Nc2cccc(C(F)(F)F)c2)cc1	-1.5	24	1.0	1.0	0.2	7	4	-1	-118
O=C(Nc1cccc(Cl)c1)c1ccc(NCC2CCCO2)c([N+](=O)[O-])c1 (centres undefined)	3.5	7	-0.7	0.9	-0.1	-8	3	0	13
COc1ccc(CCN2C(=O)NC(NS(=O)(=O)c3ccc(N)cc3)(C(F)(F)F)C2=O)cc1OC (centres undefined)	2.4	7	1.6	0.5	0.4	-13	-1	-6	-4
Cc1[nH]c2ccccc2c1C(=O)CN1C(=O)NC(C)(c2ccc(Cl)cc2Cl)C1=O (centres undefined)	-0.8	-26	0.0	1.6	6.6	3	2	-10	-12
CCCCSc1nnc(CCCCCNC(=O)OC(C)(C)C)o1	-0.3	-6	-0.2	-0.8	1.8	12	1	-1	37
COc1ccc(NC(=S)NCc2ccc3c(c2)OCO3)cc1	1.8	-40	0.9	0.1	0.2	-14	7	3	-23
Cc1cc(/C=N/NC(N)=S)c(C)n1-c1cccc(Cl)c1	7.3	-42	-0.2	-0.9	-2.0	-21	3	2	12
Cn1c(SCC(=O)NC2CCCCCC2)nnc1-c1cccs1	-2.2	23	-0.4	-0.1	0.3	-3	7	4	-15
CCOC(=O)CSc1n[nH]c(NC(=O)CC)n1	0.1	-3	-0.4	0.3	0.4	0	4	3	23
COC(=O)c1ccccc1NC(=O)c1cc(-c2ccc(C)cc2)on1	-0.2	21	-0.1	0.5	-0.4	-2	10	6	-18

Given with two lines to a compound: entries from further up.
Fields – S1P4 agonist, EP2 modulator, PERK inhibitor, TRPML3 agonist, zfTRPN1 agonist, S1P4 antag, BaF3 tox, Ba/F3 V617F tox, m-calpain inh
O=c1sc2ccccc2c(N2CCN(c3ccccc3)CC2)c1[N+](=O)[O-]
  0.7, 7, 0.4, 0.3, 0.7, -3, 6, 0, 9
CC(=O)c1ccc(Oc2cnccn2)cc1
  -0.9, 17, 0.8, 0.8, 0.4, -16, -4, -2, -18
N#Cc1cnn(-c2nc(SCc3ccccc3)nc3sc4c(c23)CCCC4)c1N
  -0.8, 31, -0.4, 0.0, 1.1, -6, 1, 4, -12

(list continues)
SMILES	S1P4 agonist	EP2 modulator	PERK inhibitor	TRPML3 agonist	zfTRPN1 agonist	S1P4 antag	BaF3 tox	Ba/F3 V617F tox	m-calpain inh
CCN1CCN(CC(O)COc2ccc3c(C)cc(=O)oc3c2)CC1 (centres undefined)	1.1	1	0.6	0.3	1.2	-10	0	-3	-272
Cn1c(=O)c2c(ncn2CC(=O)OCC(=O)Nc2ccc(Cl)cc2Cl)n(C)c1=O	2.1	6	1.2	0.3	0.8	-15	2	-1	-2
Cc1cccc(N2CCN(C(=O)c3ccc(CNc4c(N5CCC(C)CC5)c(=O)c4=O)cc3)CC2C)c1 (centres undefined)	-1.8	-25	0.7	0.6	0.1	-7	6	0	-80
CC(C(=O)NC1CCCC1)N(Cc1ccco1)C(=O)c1snc(C(=O)NC2CCCC2)c1N (centres undefined)	1.2	16	-0.9	-0.6	-0.5	-5	0	-2	-84
Cc1nc(SCC(=O)NCCc2ccc(Cl)cc2)nc(C)c1C	-1.3	30	0.9	0.6	-0.2	-7	5	-5	2
CCOC(=O)C1CCN(C(=O)Cc2c(F)cccc2Cl)CC1	2.4	11&4	-1.1	0.1	-1.1	-16	3	-1	-2
C=CCn1c(=O)[nH]c2cc(C(=O)N3CCN(c4ccc(C(C)=O)cc4)CC3)ccc2c1=O	0.4	-11	0.9	1.0	0.5	-10	4	-1	-149
Cc1onc(-c2ccccc2)c1C(=O)Nc1nc(-c2cc(F)ccc2F)cs1	-4.2	16	0.4	0.9	1.7	-5	4	-1	-21
C=CCNc1oc(/C=C/c2ccccc2)nc1C#N	3.5	-19	0.5	-0.8	-1.4	-4	5	-1	i
COc1ccc(N2CC(O)=C(c3nc(-c4ccc(F)cc4)cs3)C2=N)cc1OC	-1.0	-49	0.2	1.3	-0.2	0	4	2	-113
COCCNC(=O)CSc1nc(-c2ccc(OC)c(OC)c2)cc(C(F)(F)F)n1	-0.4	-47&-16	-0.1	-0.2	0.1	-1	-1	1	-107
COc1cc2c(cc1OC)CN(S(=O)(=O)c1cccs1)CC2	1.9	-3	-0.8	1.7	1.1	6	4	-1	3
COc1cccc(OCC(O)CO)c1 (centres undefined)	0.7	27	-0.1	1.6	0.4	-4	-1	1	3
COC(=O)C1CCN(C(=O)CSc2ccccc2)CC1	1.9	17	0.8	0.6	-0.3	-15	5	-2	8
N#Cc1cccc(NC(=S)Nc2ccccc2)c1	2.1	-46	-0.4	0.6	-0.2	-20	0	0	16
Cc1cc(C)c(NC(=S)N(CCCN2CCN(C)CC2)Cc2cccs2)c(C)c1	-1.4	13	-0.3	1.2	0.0	15	3	-1	16
Cc1ccc(-n2nc(-c3ccccc3)cc2Nc2ccccc2N)cc1	1.6	9	0.1	-0.6	-0.3	-12	2	-2	3
CC(=O)c1ccc(S(=O)(=O)Nc2cc3c(cc2C(C)=O)OCO3)cc1	-1.8	-46	-0.3	-0.1	-1.0	-6	-1	-4	2
O=C1c2ccccc2C(=O)c2c(NCc3cccnc3)cccc21	-0.1	-17	0.4	0.2	-0.2	7	2	-2	-4
Cc1ccc(/C=C/C(=O)c2ccccc2)cc1	0.1	0	-1.4	-0.4	-1.0	-2	4	3	13
COc1ccc(C2NCCc3cc(OC)c(OC)cc32)cc1OC (centres undefined)	-0.6	24	0.3	1.1	0.2	-1	2	0	-25
